Compound activity: PubChem, Broad Institute
Wnt bcat act: Wnt/beta-catenin pathway activators, primary screen, cell-based, plate reader, single point | Wnt/beta-catenin reporter cell assay, activator | activation, % at 9.35 µM | hit rate 1.2% among 300,000 | AID 743398, 2014; in the data active = activation above about 30%, passing the limit was not always enough;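 also: 0% = neutral control wells and 100% = positive control wells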
* marks the source's active call; other numbers are inactive results; & = joins results of further samples. This is a subset, so the mix of outcomes need not match the whole.

SMILES	Wnt bcat act
O=C(NCc1ccccc1)C1c2ccccc2OCC(=O)N1C1CC1 (centres undefined)	-2
Cc1ccc(-c2nc3c4ccccc4ccn3c2Cc2cccc(Cl)c2)cc1	-5
Nc1nc2ncccn2c1-c1ccc(F)cc1	-1
Cc1c(C(=O)NCc2ccc3c(c2)OCO3)sc(=O)n1Cc1ccc(S(=O)(=O)N(C)C)cc1	-6
COC(=O)c1ccc2nc(-c3cccc(Cl)c3)c(Cc3cccc(F)c3)n2c1	1
COc1ccc([C@H]2C=C3CN(C(=O)OC(C)(C)C)S(=O)(=O)[C@H]3C[C@H]2OC(=O)c2cccs2)cc1	-5
O=C(OCc1ccccc1)N1CCC2CC1c1ccc(N3CCN(Cc4ccc5c(c4)OCO5)CC3)cc12 (centres undefined)	-1
COC(=O)N1C[C@H](OCc2ccc3c(c2)OCO3)[C@H]2C[C@@H]1c1ccccc1O2	-3
N#CCCN(Cc1ccccc1)C(CCc1ccccc1)C(=O)NC1CCCCC1 (centres undefined)	-2
Cc1ccc2nc(-c3ccc(Cl)cc3)c(Cc3cccc(F)c3)n2c1	10
CCCCCCN1CCN(C2CN(Cc3cn(Cc4ccc(C)cc4)nn3)S(=O)(=O)C2)CC1 (centres undefined)	-1
COc1ccccc1Cc1c(-c2ccc(C#N)cc2)nc2c(C)cc(Br)cn12	0
CCOC1=C2CN(S(=O)(=O)c3ccc(C)cc3)[C@@H](c3ccc(CC)cc3)C[C@H]2[C@H]2C(=O)N(c3ccccc3)C(=O)[C@H]2C1	-2
COc1ccc(C(C(=O)Nc2ccc3c(c2)OCCO3)n2c(=O)c(-c3ccco3)nc3ccccc32)cc1 (centres undefined)	3
COc1ccc(NC(=O)N[C@H]2CC[C@@H](CC(=O)NC3CCC3)O[C@@H]2CO)cc1	-2
COC(=O)[C@@]12C[C@@H](CC(=O)NCCCCc3ccccc3)C(=O)N(Cc3ccco3)C1=CCC(C)(C)C2	-6
COc1ccc(S(=O)(=O)NCc2ccc(C(=O)NCCN(C)Cc3ccccc3)cc2)cc1	-4
O=S1(=O)CC(N2CCCC2)CN1Cc1ccccc1 (centres undefined)	0
O=C(NCC(F)(F)F)c1[nH]c(C(F)(F)F)nc1-c1ccccc1	-1
O=C(C(=O)N1CCC(Cc2ccccc2)CC1)c1ccccc1	-2&-4

Individual results from the list:
Reading for Cc1ccc(-c2nc3c4ccccc4ccn3c2Cc2cccc(Cl)c2)cc1 under Wnt bcat act: -5
Reading for CCCCCCN1CCN(C2CN(Cc3cn(Cc4ccc(C)cc4)nn3)S(=O)(=O)C2)CC1 (centres undefined) under Wnt bcat act: -1
Reading for COc1ccc(NC(=O)N[C@H]2CC[C@@H](CC(=O)NC3CCC3)O[C@@H]2CO)cc1 under Wnt bcat act: -2
Reading for COc1ccc([C@H]2C=C3CN(C(=O)OC(C)(C)C)S(=O)(=O)[C@H]3C[C@H]2OC(=O)c2cccs2)cc1 under Wnt bcat act: -5
Reading for O=C(C(=O)N1CCC(Cc2ccccc2)CC1)c1ccccc1 under Wnt bcat act: -2&-4

The list goes on:
SMILES	Wnt bcat act
COC(=O)[C@]12C[C@H](CC(=O)NCc3cccc(C(F)(F)F)c3)C(=O)N(Cc3ccccc3)C1=C[C@H](C1CCCC1)O[C@@H]2C	-5
C[C@H]1COc2cc(N3CCSCC3)ccc2S(=O)(=O)N1	-2
COC(=O)[C@]12C[C@H](CC(=O)N3CCN(C(=O)c4ccco4)CC3)C(=O)N(Cc3ccc4c(c3)OCO4)C1=C[C@H](COCc1ccccc1)O[C@@H]2C	-2
Nc1ncnc2c1ncn2[C@@H]1O[C@H](C(=O)NS(=O)(=O)c2cccs2)[C@@H](O)[C@H]1O	0
CCCCc1c(-c2ccccc2OC)ncn1Cc1cc(F)cc(F)c1	0
COc1ccccc1Cn1c(C)c(C(=O)NCCC#N)sc1=O	-3
CCCCCNC(=O)c1[nH]c(C(F)(F)F)nc1-c1ccccc1	2
CCOC(=O)n1c2ccccc2c(=O)n1CCO	0
CN1CCn2cnc(C(=O)NCc3ccc(CNC(=O)OC(C)(C)C)cc3)c2C1=O	-2
O=C1Cn2nnc(-c3ccccc3)c2C2c3ccccc3CCN12 (centres undefined)	-2
CCOC(=O)Cc1c(-c2cccc(Cl)c2)nc2c3ccccc3ccn12	1
CC(C)c1cc(Cn2c3ccccc3c(=O)n2C(C)Cn2cc(CCCC#N)nn2)on1 (centres undefined)	-1
Cc1ccccc1S(=O)(=O)N1CCN(c2ccc3c(c2)C2CC3CCN2C(=O)OCc2ccccc2)CC1 (centres undefined)	0
CCCCCNC(=O)C(c1ccc(OC)cc1)n1c(=O)c(-c2cc3ccccc3[nH]2)nc2ccccc21 (centres undefined)	-2
CCCCCNC(=O)c1nc(-c2c(F)cccc2F)oc1-c1ccccc1	-4
CCCc1nc2ccc(Br)cn2c1Cc1cccc(Cl)c1	1
O=C(Nc1ccc2ccccc2c1)C(c1ccccc1F)n1c(=O)c(-c2cc3ccccc3[nH]2)nc2ccccc21 (centres undefined)	1
CCOC(=O)[C@]12CCC=C1N(Cc1ccccc1)C(=O)[C@H](CC(=O)N1CCCCC1)C2	-2
CC(=O)Oc1ccc(Cn2c(C)c(C(=O)NCc3ccccc3C(F)(F)F)sc2=O)cc1	-4
O=[N+]([O-])c1ccc(Cl)c(CN2CCN(c3ncc(Cc4ccccc4)cn3)CC2)c1	-4

Laid out differently: results already given
SMILES,Wnt bcat act
CCCc1nc2ccc(Br)cn2c1Cc1cccc(Cl)c1,1
CCOC(=O)[C@]12CCC=C1N(Cc1ccccc1)C(=O)[C@H](CC(=O)N1CCCCC1)C2,-2

Following part:
SMILES	Wnt bcat act
CC1NC(=O)c2ccccc2-n2c1nc1cc(F)ccc1c2=O (centres undefined)	-1
C[C@H]1CN([C@@H](C)CO)C(=O)CCCn2cc(nn2)CO[C@@H]1CN(C)C(=O)Oc1ccccc1	-4
O=C(NC1CCCCC1)C1c2ccccc2OCC(=O)N1Cc1ccco1 (centres undefined)	-1
COC(=O)C1=C(C)N(Cc2ccc(F)cc2)C(=S)NC1c1ccc(Cl)cc1 (centres undefined)	-4
COC(=O)C1(C(=O)OC)C[C@H](c2cccs2)N(Cc2ccccc2OC)[C@@H]1c1ccc(F)cc1	-12
O=C1c2[nH]nc(-c3ccccc3)c2C(c2cccc(C(F)(F)F)c2)N1c1ccccc1 (centres undefined)	-3
CCC(C(=O)NCc1ccccc1)n1c(-c2ccc3c(c2)CCO3)nc2ccccc21 (centres undefined)	1
COC(=O)c1ccc2nc(-c3ccc(Cl)cc3)c(Cc3cccc(F)c3)n2c1	11
Nc1[nH]c(C(=O)c2ccccc2)c(-c2ccc(Cl)cc2)c1C(=O)c1c[nH]c2cc(F)ccc12	-2
COC(=O)c1ccc2nc(-c3ccc(Cl)cc3)c(Cc3cccc(Cl)c3)n2c1	0
O=C(Nc1c(-c2ccc3c(c2)OCO3)[nH][nH]c1=O)c1ccc2c(c1)OCO2	-2
CCCCNC(=O)c1nc(-c2cccnc2OC)oc1-c1ccc(Cl)cc1	-6
COc1ccc(NC(=S)N2CCC3CC2c2cc(-c4ccc5c(c4)OCO5)ccc23)c(OC)c1 (centres undefined)	-2
COc1ccc(CN2C(=O)CCC2(C)c2nnnn2-c2c(C)cccc2C)cc1 (centres undefined)	-3
COC(=O)c1ccc(N2C(c3cc(OC)cc(OC)c3)=Cc3ccc(-c4cnc(OC)nc4)cc3C2CC(=O)C2CC2)cc1 (centres undefined)	1
C[C@H]1COc2cc(N3CC[C@H](O)C3)ccc2S(=O)(=O)N1	-2
COc1ccc2c(c1)[C@@]1(OCCC=C[C@H]1C)C(=O)N2C/C=C(\C)CCC=C(C)C	1
COc1ccc(OC)c(CNS(=O)(=O)c2ccccc2Br)c1	-1
O=c1c(-c2ccco2)nc2ccccc2n1C(c1ccccc1)c1nc2ccccc2[nH]1 (centres undefined)	21
C=CCCC1CN(Cc2ccc(OC)cc2)S(=O)(=O)c2c(cccc2N(C)S(=O)(=O)c2ccc(C)cc2)O1 (centres undefined)	-2
O=C1NC[C@H](CCCCN2CCN(CCC3CCCCC3)C(=O)C2=O)N(CCc2ccc(O)cc2)C1=O	-1
CNC[C@H]1OCc2cnnn2CCCC(=O)N([C@H](C)CO)C[C@@H]1C	1
CC(C)c1[nH]nc2c1C(c1cccc(C(F)(F)F)c1)N(c1ccccc1)C2=O (centres undefined)	-6
CCOC(=O)C1=CCC(c2ccccc2)N(S(=O)(=O)c2ccc(C)cc2)[C@H]1CC (some centres undefined)	-2
COc1ccc(CCN2C(=O)COc3ccccc3C2C(=O)Nc2ccc3c(c2)OCCO3)cc1OC (centres undefined)	-3
CCOC(=O)N1CCN(C(C(=O)NC2CCCC2)C(C)C)CC1 (centres undefined)	-3
COc1ccc(S(=O)(=O)Nc2ccc3c(c2)C(=O)N([C@H](C)CO)C[C@H](C)[C@@H](CN(C)C)OCCCC[C@H](C)O3)cc1	-1
O=c1[nH]c(-c2ccccc2)cn1C1CCN(Cc2ccc(-c3nc4ccc(F)cc4nc3-c3ccccc3)cc2)CC1	0
Cc1ccc(S(=O)(=O)N2CC3C(=O)C[C@@H](c4ccccc4)N(S(=O)(=O)c4cccc(Cl)c4)C3CC2c2ccccc2)cc1 (some centres undefined)	-2
CCC(=C(c1ccccc1)c1ccc(OCCN(C)C)cc1)c1ccccc1	-2
COC(=O)C[C@@H]1CC[C@H](NC(=O)c2ccc3c(c2)OCO3)[C@@H](CO)O1	-3
O=c1ccn([C@@H]2O[C@H](CNCc3c(OCc4ccccc4F)ccc4ccccc34)[C@@H](O)[C@H]2O)c(=O)[nH]1	-2
CCCCn1nnnc1C1(C)CCC(=O)N1Cc1ccc(C)cc1 (centres undefined)	-2
CCC(C)CN1C(=O)CN(S(C)(=O)=O)CC1(C)C(=O)NCc1ccccc1 (centres undefined)	0
C[C@H]1CN(C(=O)OC(C)(C)C)CCN1c1ccc(N2CC[C@H](O)C2)c(C#N)c1	-3
CCCCOCCCNC(=O)C[C@H]1C[C@@]2(C(=O)OC)C(=C[C@H](COCc3ccccc3)O[C@@H]2C)N(CCC2=CCCCC2)C1=O	-5
CCCCN1CC(COCc2ccccc2)Oc2cccc(Oc3ccc(SC)c(C)c3)c2S1(=O)=O (centres undefined)	-2
Cc1c(C(=O)NCc2ccc(F)cc2)sc(=O)n1Cc1ccccc1F	-3
O=C(NCc1ccccc1)C(CCc1ccccc1)n1c(=O)c(-c2cc3ccccc3[nH]2)nc2ccccc21 (centres undefined)	-9
COc1ccc(C2=Nc3ccccc3N(C(=O)c3cc(Cl)cc(Cl)c3)C2C(=O)NCc2ccccc2)cc1 (centres undefined)	1

Brought forward from above: 3 compounds, followed by the next part.
SMILES	Wnt bcat act
Cc1c(C(=O)NCc2ccc(F)cc2)sc(=O)n1Cc1ccccc1F	-3
O=C(NCc1ccccc1)C(CCc1ccccc1)n1c(=O)c(-c2cc3ccccc3[nH]2)nc2ccccc21 (centres undefined)	-9
COc1ccc(C2=Nc3ccccc3N(C(=O)c3cc(Cl)cc(Cl)c3)C2C(=O)NCc2ccccc2)cc1 (centres undefined)	1
NC(=O)c1ncn([C@@H]2O[C@H](C(=O)N[C@H](Cc3ccccc3)C(=O)N3CCN(CC(=O)Nc4ccccn4)CC3)[C@@H](O)[C@H]2O)n1	-4
COCc1cc(N2CCNC[C@@H]2C)ccc1N1CCN(Cc2ccccc2)[C@@H](C)C1	0
COc1ccc(Cc2c(-c3cccc(Br)c3)nc3cc(C)c(Br)c(C)n23)c(C)c1	-2
CN1CCCCC(NC(=O)CSc2ccccc2)C1=O (centres undefined)	10
Cc1ccc(-c2nc3c(C)cc(Br)cn3c2Cc2cccc(F)c2)cc1	-3
Cc1ccc2nc(-c3ccc(Cl)cc3)c(Cc3ccccn3)n2c1	16
CC(=O)C1=C(C)NC(=S)NC1c1ccc(F)cc1 (centres undefined)	1
COc1cc(OC)cc(C2=Cc3ccc(OC)cc3C(CC(C)=O)N2c2ccc(-c3cncnc3)cc2)c1 (centres undefined)	-1
O=C(NCc1ccccc1)[C@@H]1CCCN1C(=O)[C@H]1CCCN1C(=O)c1cc(F)cc(F)c1	0
COc1ccccc1Cc1c(-c2ccc(Cl)cc2)nc2c(Cl)cc(C(F)(F)F)cn12	0
Cc1cc(NC(=O)OC(C)(C)C)c(-n2nnnc2C(C(=O)c2ccccc2)N2CCOCC2)cc1C (centres undefined)	-1
COCC(=O)N1C[C@H]2CON(C)[C@H]2C[C@H]1c1ccc(N2CCCCC2)cc1	-2
Cc1c(C(=O)NCc2ccccc2C(F)(F)F)sc(=O)n1Cc1ccc2ccccc2c1	-2
Clc1ccc(CN2CCN(c3ncc(Cc4ccccc4)cn3)CC2)c(Cl)c1	-7
Fc1cccc(Cc2c(-c3ccco3)nc3c(Cl)cc(C(F)(F)F)cn23)c1	-1
COc1cc2c(c(OC)c1OC)C1(CCCCC1)CC2NS(=O)(=O)C(C)C (centres undefined)	-2
COc1ccc(C(=O)ON=C(C)c2nccs2)cc1	-3
O=C(NCCN1CCC(n2c(=O)[nH]c3ccccc32)CC1)c1cccc(Cl)c1	-1
CC(C)(C)c1nc2ccc(Cl)cn2c1CC1CCCCC1	-2
COc1ccc(C(C(=O)NC2CCCC2)n2c(CSCCOc3ccccc3)nc3ccccc32)cc1 (centres undefined)	3
CCOC(=O)c1ccn(S(=O)(=O)c2ccc(C)cc2)c1-c1ccccc1	-1
CCOC(=O)C1=CCN(S(=O)(=O)c2ccccc2C)C1c1ccc(Cl)cc1 (centres undefined)	20
C(=C\c1ccccc1)/CN1CCN(C(c2ccccc2)c2nnnn2-c2ccc3c(c2)OCCO3)CC1 (centres undefined)	-1
COc1ccccc1Cc1c(-c2ccc(F)cc2)nc2c3ccccc3ccn12	2
Cc1ccc(Cc2c(-c3ccc(C)cc3)nc3c(C)cc(Br)cn23)cc1	0
CC(C)(C)n1nnnc1C(c1ccccc1)N1CCN(C(=O)C2CCCO2)CC1 (centres undefined)	-1
Cn1ccc2c(N3CCCCCCC3)cc3c(c21)C1CCC3O1 (centres undefined)	-1

A different layout for three compounds above:
| Molecule | Wnt bcat act |
| --- | --- |
| Cc1ccc(Cc2c(-c3ccc(C)cc3)nc3c(C)cc(Br)cn23)cc1 | 0 |
| CC(C)(C)n1nnnc1C(c1ccccc1)N1CCN(C(=O)C2CCCO2)CC1 (centres undefined) | -1 |
| Cn1ccc2c(N3CCCCCCC3)cc3c(c21)C1CCC3O1 (centres undefined) | -1 |
